# CXCR6 inh: inhibitors of human CXCR6 receptor. CHO-K1 PathHunter CXCR6 beta-arrestin, luminescence. inhibition, % at 20 µM. hit rate 0.36% among 360,000; in the data active = inhibition above about 34%, passing the limit was not always enough;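 also: antagonist mode with CXCL16 agonist at 10 nM final; 0% = 10 nM CXCL16 with DMSO and 100% = unstimulated wells without agonist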
# Target sequence (O00574 whole entry, looked up): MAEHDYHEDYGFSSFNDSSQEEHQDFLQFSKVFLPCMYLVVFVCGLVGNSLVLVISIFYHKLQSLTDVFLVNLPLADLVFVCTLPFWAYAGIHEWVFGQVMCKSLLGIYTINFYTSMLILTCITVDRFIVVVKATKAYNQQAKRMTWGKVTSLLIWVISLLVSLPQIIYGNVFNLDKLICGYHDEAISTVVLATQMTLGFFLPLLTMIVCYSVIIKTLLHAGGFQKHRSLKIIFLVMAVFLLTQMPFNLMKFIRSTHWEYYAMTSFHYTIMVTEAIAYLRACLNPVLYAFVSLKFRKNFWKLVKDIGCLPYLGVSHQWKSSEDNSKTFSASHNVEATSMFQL
# tim23-1 inh: inhibits growth of tim23-1 mutant yeast; inhibition, % at 20 µM; hit rate 1.3% among 330,000; S. cerevisiae tim23-1 growth, BacTiter-Glo luminescence, 24 h;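 active = growth inhibition of the mutant yeast at or above 50%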;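 also: temperature-sensitive mutant grown at 25 °C; plate controls were DMSO-treated mutant yeast for no effect and medium wells lacking yeast for full effect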
# APJ antag: APJ receptor antagonism; P35414; CHO-K1 APJ beta-arrestin complementation, luminescence; inhibition, % at 20 µM; hit rate 0.32% among 330,000;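 active = inhibition above about 40% at 20 µM, limit read from the data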;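 also: cells challenged with 10 nM apelin-13 agonist together with compound; plate controls were apelin-13 plus DMSO wells for no effect and DMSO wells lacking apelin-13 for full effect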
# Target sequence (P35414 whole entry, looked up): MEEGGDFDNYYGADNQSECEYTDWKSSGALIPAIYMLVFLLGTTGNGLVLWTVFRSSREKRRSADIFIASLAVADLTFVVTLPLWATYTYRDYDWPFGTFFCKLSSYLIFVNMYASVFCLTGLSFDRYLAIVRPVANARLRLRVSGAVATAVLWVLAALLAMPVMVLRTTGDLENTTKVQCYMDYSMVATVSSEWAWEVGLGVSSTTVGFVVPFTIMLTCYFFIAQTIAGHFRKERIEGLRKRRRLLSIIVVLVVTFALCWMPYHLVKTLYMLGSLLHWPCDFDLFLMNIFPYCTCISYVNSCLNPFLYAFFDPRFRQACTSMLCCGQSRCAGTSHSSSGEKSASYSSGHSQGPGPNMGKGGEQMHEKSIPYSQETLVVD
# TIM10 inh: growth inhibitors of TIM10 yeast strain; S. cerevisiae TIM10 strain growth, BacTiter-Glo luminescence, 24 h; inhibition, % at 10 µM; hit rate 1.4% among 330,000;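 active = inhibition of 40% or more at the single tested concentration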;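 also: wild-type TIM10 isogenic control strain grown at permissive 25 °C; 0% = DMSO yeast wells and 100% = minimal medium wells without yeast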
# tim10-1 inh: growth inhibitors of tim10-1 mutant yeast | hit rate 2.2% among 330,000 | inhibition, % at 20 µM | S. cerevisiae tim10-1 ts strain growth, BacTiter-Glo, 24 h | AID 463190;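 active = inhibition of at least 40%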;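 also: mutant grown at 25 °C; 0% = DMSO wells with yeast and 100% = wells holding no yeast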
# UPR XBP1 act: activators of adaptive arm of unfolded protein response (XBP1); CHO-XBP1 luciferase reporter, IRE1-XBP1 UPR activation, luminescence; percent of tunicamycin response, DMSO as zero; activation, % at 20 µM; hit rate 0.33% among 330,000;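 active = versus positive control, 20 µM dose yields 30% or more activation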;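 also: 100% = tunicamycin at 10 µg/mL and 0% = DMSO only wells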
#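 assay system = CHO-XBP1 luciferase reporter cells | amount = 1000 cells/well | buffer or medium = F12 plus 10% FBS | compound dosing = single point, 20 µM final compound, 1% DMSO | incubation = 16-18 h cell attachment at 37 °C, then 6 h compound exposure | detection = Steady-Glo luminescence read | controls = tunicamycin 10 µg/mL and vehicle-only wells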
# CHOP UPR activ: activators of apoptotic arm of unfolded protein response (CHOP) | CHO-CHOP luciferase reporter, UPR activation, luminescence; percent of tunicamycin response over DMSO baseline | activation, % at 10 µM | hit rate 0.34% among 330,000;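 active = at 10 µM dose, activation of 40% or more, normalized to positive control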;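 also: 100% = tunicamycin at 10 µg/mL and 0% = DMSO alone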
#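 Material: CHO-CHOP cells, stable luciferase reporter of PERK-eIF2a-CHOP signalling; quantity: 500 reporter cells seeded per well; buffer or medium: F12 medium containing 10% fetal bovine serum; compound: one dose, 10 µM in 0.5% DMSO; incubation: 6 h compound treatment, 37 °C; measured by: Steady-Glo luciferase luminescence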
# Mdm2 MdmX PPI: inhibitors of human Mdm2/MdmX interaction; AID 485346; inhibition, % at 8 µM; hit rate 3% among 330,000; SaOS-2 split-luciferase Mdm2/MdmX complementation, luminescence; O15151+Q00987;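 active = inhibition of at least 50% at 8 µM in the primary screen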
# APJ ag: APJ receptor agonism; activation, % at 20 µM; P35414; hit rate 0.11% among 330,000; CHO-K1 APJ PathHunter beta-arrestin, luminescence; 0% DMSO wells, 100% apelin; AID 2520;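 active = activation more than six SD over the plate average, tested at 20 µM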;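 also: 0% = DMSO alone and 100% = apelin-13 at 10 nM; some results filed as inactive read as strong as hits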
#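 Test system: CHO-K1 APJ beta-arrestin complementation cell line | Compound: Single test compound dose, 20 µM final, 1% DMSO | Incubation: Compound 90 min 25 °C, reagent 1 h | Measured by: beta-gal luminescence | Read-out basis: APJ–arrestin association signal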
# An asterisk follows results filed as active; nt = no result given.
Compound	CXCR6 inh	tim23-1 inh	APJ antag	TIM10 inh	tim10-1 inh	UPR XBP1 act	CHOP UPR activ	Mdm2 MdmX PPI	APJ ag
C=CCNc1nc(NCc2ccccc2)nc(OCC)n1	-2	16	11	11	10	1	-1.4	13	-4
Cc1ccc(S(=O)(=O)N2CCOCC2)cc1C(=O)NC(C)CCc1ccccc1 (configuration not stated)	6	19	13	9	21	1	1.3	-13	0
CCOC(=O)C1=C(C)NC(=O)NC1c1ccccc1 (configuration not stated)	-7	-9	-12	-5	-12	3	0.5	-3	3
CCSc1nc2sc3c(c2c(=O)n1CC)CCC3	12	37	9	-13	19	-2	-0.5	6	-2
CCOc1cc(N2CCOCC2)c(OCC)cc1NC(=O)c1ccco1	6	21	6	12	-3	-2	0.3	7	-3
COc1ccc(C(=O)NC(=S)Nc2cccc3nc(C)ccc23)cc1OC	6	7	22	12	4	-2	2.8	38	-5
CCCCCn1nc(C(=O)OCc2nc(N)nc(Nc3ccccc3)n2)c2ccccc2c1=O	11	30	4	2	10	4	0.0	15	-5
Cc1cccc(NC(=O)c2cc(=O)n(Cc3ccccc3)c(=O)[nH]2)c1	20	1	2	1	7	2	-0.6	-10	-6
CC(C)Nc1nc(-c2ccncc2)nc(-c2ccccc2)c1C#N	-3	31	3	9	25	6	2.0	0	-3
Cc1ccc(C(=S)N2CCCCCC2)cc1	5	12	-4	0	4	-7	0.4	10	-2
O=C(NCCC(=O)N1CCN(C(=O)c2ccco2)CC1)c1ccccc1Cl	0	10	13	-6	11	-1	0.2	-16	0
Cc1ccc2c(cnn2C(=O)CCC(=O)NCc2cccc(Cl)c2)c1	-10	7	13	-15	-1	-3	-1.1	31	2
O=C(NC12CC3CC(CC(C3)C1)C2)N1CCC(O)CC1	-4	-4	-12	6	8	3	0.1	0	-4
O=C(c1ccccc1)c1cc([N+](=O)[O-])ccc1N1CCCC1	10	21	7	-4	2	-1	-0.7	23	-4
Nc1ccn(CC(=O)NCc2ccccc2)c(=O)n1	-4	-22	-4	6	-19	-3	-0.8	17	-1
c1cncc(-c2ccc3ncnc(NCc4ccc5c(c4)OCO5)c3c2)c1	-4	-7	12	-39	-30	0	0.3	42	-3
Cc1cccc(Nc2c(F)c(F)c(F)c(F)c2C(=O)O)c1	-4	-2	23	9	-2	-1	-0.9	20	2
O=C(CSc1nnnn1-c1ccccc1)NCC1(N2CCCCC2)CCCCC1	9	-12	-55	-4	-5	0	-2.3	-2	-3
C=CCC(C(=O)OC)(C(=O)OC)c1ccc([N+](=O)[O-])cc1[N+](=O)[O-]	1	0	-35	21	18	0	1.8	6	14*
COc1cc(O)c(C(CC(=O)N2CCN(c3ccccc3)CC2)c2ccc(N(C)C)cc2)c(OC)c1 (configuration not stated)	0	12	-3	4	17	-4	-2.6	-4	7
S=c1[nH]nc(-c2ccccc2Cl)n1CC1CCCO1 (configuration not stated)	-6	5	5	4	1	4	-0.3	-15	-3
CC1=C[C@@H](C)[C@@H](c2ccc(C(F)(F)F)cc2)OC1=O	0	21	16	4	10	2	2.3	29	4
CCCOC(=O)C(C)n1cnc2sc(C)c(C)c2c1=O (configuration not stated)	-2	-4	13	17	10	0	0.8	34	-4
Nc1c(Cl)ncnc1N1CCOCC1	1	0	3	-2	3	-4	-3.2	9	-3
COc1ccc(N2C(=O)c3ccccc3NC2c2ccccc2O)cc1 (configuration not stated)	2	8	-5	0	3	-4	4.6	-77	-2
Clc1cncc(Cl)c1N/N=C/c1ccncc1	-6	54*	-9	18	0	0	4.6	65*	3
COC(=O)C(N)CCCCN (configuration not stated)	3	16	-8	-4	0	1	1.9	-21	-5
CCOC(=O)N1CCC(NC(=O)C2CCCN(Cc3nc(-c4ccc(CC)cc4)oc3C)C2)CC1 (configuration not stated)	-5	0	8	8	10	-4	2.5	44	-1
COc1ccc(C2=NNC(c3cc(Cl)cc4c3OCOC4)C2)c(O)c1 (configuration not stated)	nt	28	-10	33	28	1	-1.1	1	-4
Cc1oc(/C=N/NC(=O)CN(c2ccccc2Cl)S(C)(=O)=O)cc1Br	-1	9	-6	12	19	-1	1.1	4	-4
Cc1cc(C)cc(-n2c(C)cc(C(=S)N3CCOCC3)c2C)c1	-5	31	11	37	24	0	1.9	-5	-6
CN(C)C(CNC(C(=O)Nc1ccc([N+](=O)[O-])cc1Br)c1ccccc1)c1ccccc1 (configuration not stated)	5	20	8	16	13	-3	0.2	22	0
Cc1ccc2[nH]c(=O)c(CN(CCCN3CCOCC3)C(=O)NC3CCCCC3)cc2c1	0	-2	-5	-2	5	1	-2.5	6	-4
COc1ccc(/C=C/C(=O)NC(=S)Nc2ccccc2)cc1OC	0	-18	8	-33	-17	-1	1.7	32	2
Cc1cc(COC(=O)C2N3C(=O)[C@@H](NC(=O)COc4ccccc4)[C@H]3SC2(C)C)on1 (some centres not stated)	-6	23	-2	12	21	-2	-1.0	6	-3
CN(C)/C=C(\C#N)C(=O)Nc1ccccc1	-7	13	-6	5	-5	2	1.7	-2	-3
Cc1ccc(C)c(CN2CCC(CNC(=O)Nc3ccc(F)c(Cl)c3)CC2)c1	-9	13	-8	18	29	1	-0.5	69*	-2
CCc1ccccc1NC(=O)Cn1nc(C(F)(F)F)c2c1CCC2	10	8	10	9	19	-1	-0.8	-8	-4
Cc1ccccc1C1CC(c2cccs2)=NN1S(C)(=O)=O (configuration not stated)	1	14	8	3	10	1	-0.8	-15	-3
Cc1nc2c(c(C)nn2-c2ccccc2)c(C)c1Cl	0	1	13	11	8	1	-0.8	-13	-1
N#CC1=C(N)Oc2c(ccc3ccccc23)C1c1ccsc1 (configuration not stated)	20	8	-10	-9	25	5	4.4	-23	2
FC(F)Oc1ccccc1NC(=S)NCCc1ccccc1	-4	40	15	31	31	-6	1.1	29	0
CCN1C(=O)c2ccc(C(=O)Nc3cccc(C(=O)O)c3)cc2C1=O	-3	10	17	0	8	-8	-5.5	5	-1
Cc1cccn2c(=O)c3cc(C(=O)NCCN4CCOCC4)c(=N)n(CCN4CCOCC4)c3nc12	-4	2	-2	-16	-12	2	0.0	23	-4
CC1Cc2ccccc2N1CC(=O)Nc1ccc(S(=O)(=O)N(C)C)cc1 (configuration not stated)	4	12	3	10	19	0	1.5	2	-3
O=C(Nc1cc(Cl)ccc1-n1cncn1)c1cccc(S(=O)(=O)N2CCOCC2)c1	-7	30	-2	23	24	0	-1.0	19	-5
COC(=O)c1c(NS(=O)(=O)c2ccc3ccccc3c2)sc2c1CCCC2	-14	29	17	15	30	-2	-2.2	7	-2
O=c1cc(-c2ccccc2)c2ccccc2[nH]1	2	20	-7	17	19	5	1.6	10	0
O=C(ON=C1CCN(c2ccc([N+](=O)[O-])cc2)CC1)c1ccccc1	1	64*	-4	52*	47*	-3	0.7	-9	-1
COc1ccc(C(c2c(O)nc[nH]c2=O)c2c(O)nc[nH]c2=O)cc1	nt	4	-28	-7	-8	-2	1.8	-6	-2
CC(=O)NCC(O)c1ccc([N+](=O)[O-])cc1 (configuration not stated)	-5	18	-2	3	-15	-3	1.2	-9	-5
CC(NC(=O)c1ccc(N(C)C)c([N+](=O)[O-])c1)c1ccc(-n2ccnc2)cc1 (configuration not stated)	-4	-41	-8	-15	-46	-3	-0.4	17	3
OCCN1C2=NCCCN2c2ccccc21	-9	-7	-9	-6	0	-8	-2.5	10	-3
CN(C)CCCn1c2c(c(SCC(=O)Nc3nccs3)nc1=O)CCC2	0	-1	7	-7	-8	-1	1.4	19	-4
Cc1cccc2nc(-c3ccco3)oc(=O)c12	4	13	-13	-11	28	-4	-3.3	-1	-1
O=C(O)CCCNC(=O)CCCn1nnc2ccccc2c1=O	2	5	-5	4	-11	0	1.1	-5	-7
CCN(CC)c1ccc(CN(C(=O)c2ccco2)C2CCS(=O)(=O)C2)cc1 (configuration not stated)	-1	10	-7	11	9	3	0.4	-20	-1
Cc1ccc(C(=O)NCCOC23CC4CC(CC(C4)C2)C3)cc1	0	45	-11	33	33	-3	3.1	-1	-2
CCCn1c(SCC(=O)c2cc(OC)ccc2OC)nnc1-c1ccco1	0	24	5	14	27	2	0.7	14	-2
CCCN(CCC)S(=O)(=O)c1ccc(C(=O)N2CCN(C)CC2)cc1	-4	-5	4	-16	-20	-6	1.9	10	2

# In another format: entries from further up.
# Every second line gives: CXCR6 inh | tim23-1 inh | APJ antag | TIM10 inh | tim10-1 inh | UPR XBP1 act | CHOP UPR activ | Mdm2 MdmX PPI | APJ ag
> CN(C)CCCn1c2c(c(SCC(=O)Nc3nccs3)nc1=O)CCC2
→ 0 | -1 | 7 | -7 | -8 | -1 | 1.4 | 19 | -4
> O=C(ON=C1CCN(c2ccc([N+](=O)[O-])cc2)CC1)c1ccccc1
→ 1 | 64* | -4 | 52* | 47* | -3 | 0.7 | -9 | -1
> Cc1nc2c(c(C)nn2-c2ccccc2)c(C)c1Cl
→ 0 | 1 | 13 | 11 | 8 | 1 | -0.8 | -13 | -1

# Later entries
Compound	CXCR6 inh	tim23-1 inh	APJ antag	TIM10 inh	tim10-1 inh	UPR XBP1 act	CHOP UPR activ	Mdm2 MdmX PPI	APJ ag
CCOC(=O)CCn1nnc(N)n1	-6	3	8	6	-15	0	0.8	-3	1
Cn1nc([N+](=O)[O-])c(C(C#N)c2ccccn2)c(Cl)c1=O (configuration not stated)	6	-7	-15	-21	11	-4	73*	23	-1
COc1ccc(NS(=O)(=O)c2cc(NC(=O)CNC(=O)c3cccc(OC)c3)ccc2C)cc1	6	0	-9	8	17	-3	-1.0	-36	-1
Cc1ccc(S(=O)(=O)N2CCN(Cc3ccccc3C(F)(F)F)CC2)cc1	-2	16	-7	-11	13	1	-2.6	2	-6
O=C(NNc1c(F)c(F)cc(F)c1F)c1ccco1	3	5	-8	12	7	-1	-2.5	28	-3
COc1ccc(C2CCCN2CC(O)COc2ccccc2C(C)C)cc1 (configuration not stated)	4	7	25	14	21	4	-2.8	37	-1
CC(Sc1nnc(Cc2ccc3c(c2)OCO3)o1)C(N)=O (configuration not stated)	-7	-2	7	-3	-5	1	0.9	-17	-2
Cn1cnnc1SCCC(=O)Nc1ccccc1	0	16	-1	-4	8	-1	-1.9	1	-2
O=C(Cn1c(=O)[nH]c2sc3c(c2c1=O)CCCC3)NCC1CCCO1 (configuration not stated)	7	11	15	-6	14	-1	0.4	31	-3
O=C(CSc1ncnc2sccc12)N1CCCCC1	2	16	4	1	6	-3	4.4	-10	-3
Cc1cc(=O)cc(C)[nH]1	0	10	7	14	19	0	0.1	-3	-3
CC(=O)Nc1nc(NCc2ccccc2Cl)n(-c2ccccc2)n1	14	7	8	12	-4	-6	-0.1	-7	-3

# High-throughput results: PubChem BioAssay, Sanford-Burnham Center for Chemical Genomics

# A portion of the library; count on the stated rates, not on these rows.
